USP1 inh = inhibitors of human USP1/UAF1 deubiquitinase. 0.23% of 390,000 active. recombinant USP1/UAF1, Ub-Rhodamine cleavage fluorescence. O94782. Potency, µM (top dose mostly 57.1 µM), without a hit: at the highest dose activity change, negative = inhibition, actives largely listed as inhibitors; also: potency is read from the fitted curve at half-maximal effect; % is scaled to controls: 0 for no effect and ±100 for the full control effect; nearly all actives have a fitted effect of over 60% in size; inactives centre near -12
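1 nM enzyme complex + cpd, 15 min RT; start with Ub-Rho 150nM final; kinetic fluorescence ex 480/em 540, 6 reads q60 s. Buffer 50mM HEPES pH 7.8, 0.5mM EDTA, 0.1 mg/ml BSA, 1mM TCEP, 0.01% Tween-20.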
Vif-APOBEC3F blk = inhibitors of Vif-A3F interaction; HeLa A3F-eYFP + Vif (tagged APOBEC3F with the HIV-1 protein that degrades it), YFP fluorescence increase; Potency, µM (titrated, usually from 46.1 µM), without a hit: top-dose activity, negative = active; 0.2% of 390,000 active; AID 602313; also: potency is read from the fitted curve at half-maximal effect; % of control where 0% means no effect; nearly all actives have a fitted effect of over 65% in size
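Fluorescence increase (Ex 488/Em 500-530) after overnight compound treatment at 37 deg C flags inhibition of Vif-driven A3F-eYFP loss in stable HeLa A3F-eYFP/Vif cells seeded overnight beforehand.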
IDH1 R132H inh = human IDH1 R132H inhibition. IDH1-R132H enzyme, NADPH consumption, diaphorase/resazurin fluorescence. 0.093% of 390,000 active. AID 602179. Potency, µM (top dose mostly 76.6 µM), for the others: top-dose activity change, negative = inhibition, usual class: inhibitors; also: potency is read from the fitted curve at half-maximal effect; % is scaled to controls: 0 for no effect and ±100 for the full control effect; nearly all actives have a fitted effect of over 65% in size
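IDH1-R132H (0.5 ug/mL) preincubated 30 min with compound, then NADPH (0.016 mM) and alpha-KG (2 mM) added; 80 min at RT, pH 7.5. Remaining NADPH coupled via diaphorase/resazurin to fluorescence (540/590 nm); concentration-response curves normalized to no-enzyme control.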
TrxR1 inh = blocks rat thioredoxin reductase 1; 1% of 390,000 active; recombinant rTrxR1, NADPH fluorescence consumption, selenite substrate; Potency, µM (doses to about 114 µM), without a hit: at the top dose activity change, negative = inhibition, most hits filed as inhibitors; O89049; also: potency is read from the fitted curve at half-maximal effect; % is scaled to controls: 0 for no effect and ±100 for the full control effect; nearly all actives have a fitted effect of over 65% in size
Target sequence (O89049 whole entry, looked up): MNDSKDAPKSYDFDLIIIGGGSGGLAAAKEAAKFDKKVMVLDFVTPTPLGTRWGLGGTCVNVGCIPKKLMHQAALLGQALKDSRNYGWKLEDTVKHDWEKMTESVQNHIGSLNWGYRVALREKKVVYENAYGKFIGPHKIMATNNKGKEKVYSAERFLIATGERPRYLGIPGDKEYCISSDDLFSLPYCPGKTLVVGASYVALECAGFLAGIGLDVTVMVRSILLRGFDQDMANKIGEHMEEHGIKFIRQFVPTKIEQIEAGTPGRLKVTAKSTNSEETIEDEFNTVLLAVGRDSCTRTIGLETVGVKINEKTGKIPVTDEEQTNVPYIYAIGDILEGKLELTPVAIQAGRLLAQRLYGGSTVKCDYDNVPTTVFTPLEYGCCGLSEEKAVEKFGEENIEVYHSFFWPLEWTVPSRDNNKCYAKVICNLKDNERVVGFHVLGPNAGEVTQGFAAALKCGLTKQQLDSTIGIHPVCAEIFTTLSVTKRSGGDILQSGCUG
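Rat TrxR1 (90 nM in the dispensed reagent) was pre-reduced with 400 uM NADPH for 5 min at room temperature, then incubated with compound for 15 min. After 400 uM selenite was added, NADPH fluorescence (Ex 340/Em 450 nm) was followed for 8 min.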
Vif-A3G inh = Vif-A3G binding inhibition. Q9HC16. HeLa A3G-eYFP + Vif (tagged APOBEC3G with the HIV-1 protein that degrades it), YFP fluorescence, overnight. Potency, µM (titrated, usually from 46.1 µM), for the others: at the top dose activity, negative = active, actives largely listed as inhibitors. 0.076% of 410,000 active. AID 602310;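 also: potency is read from the fitted curve at half-maximal effect; % is scaled to controls: 0 for no effect and ±100 for the full control effect; nearly all actives have a fitted effect of over 60% in size; hits raise eYFP signal because A3G escapes Vif-driven loss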
Target sequence (Q9HC16 whole entry, looked up): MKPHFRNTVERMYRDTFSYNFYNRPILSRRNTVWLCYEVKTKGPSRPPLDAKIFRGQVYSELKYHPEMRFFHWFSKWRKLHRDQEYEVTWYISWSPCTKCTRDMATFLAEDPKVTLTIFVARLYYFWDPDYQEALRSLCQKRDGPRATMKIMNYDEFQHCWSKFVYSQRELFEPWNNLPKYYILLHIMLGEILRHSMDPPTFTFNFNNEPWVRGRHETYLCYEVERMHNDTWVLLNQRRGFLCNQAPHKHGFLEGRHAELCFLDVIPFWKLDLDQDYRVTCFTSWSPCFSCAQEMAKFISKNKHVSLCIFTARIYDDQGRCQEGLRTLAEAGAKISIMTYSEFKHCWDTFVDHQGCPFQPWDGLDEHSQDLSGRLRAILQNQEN
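Read-out is eYFP fluorescence (Ex 488/Em 500-530) from Vif-expressing HeLa A3G-eYFP cells; more signal means A3G escaped Vif-mediated degradation. Cells plated overnight, compound pinned in, incubated overnight at 37 deg C.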
TrxR1 substrate = is turned over as a substrate by rat TrxR1 | purified TrxR1 substrate turnover, NADPH consumption readout | O89049 | 0.01% of 390,000 active | Potency, µM (doses to about 114 µM), inactives show at the top dose activity change, negative = substrate turnover; also: potency is read from the fitted curve at half-maximal effect; % is scaled to controls: 0 for no effect and ±100 for the full control effect; nearly all actives have a fitted effect of over 50% in size
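Rat TrxR1, dispensed at 90 nM, was prereduced with 400 uM NADPH (final) for 5 min at ~22 deg C, then incubated with compound 15 min before 400 uM selenite. A first-read NADPH fluorescence drop versus no-compound background flagged substrates.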
Glioma ERSR ind = inducers of ER stress response in human glioma cells; U87-MG GRP78 promoter luciferase reporter, 16 h; Potency, µM, for the others: at the highest dose activation, actives largely listed as activators; 0.02% of 420,000 active; AID 602332; also: potency is read from the fitted curve at half-maximal effect; series mostly up to about 76 µM; % of control where 0% means no effect; nearly all actives have a fitted effect of over 35% in size
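Stably transfected U87-MG glioma cells carrying a GRP78-based luciferase sensor; 16 h compound incubation. Luminescence end-point read 10 min after Bright-Glo addition at room temperature.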
LDHA inh = inhibitors of human lactate dehydrogenase A. purified LDHA, NADH/diaphorase-resazurin fluorescence; stronger effect = lower value. activity change, % (values are at about 110 or 230 µM). 0.15% of 480,000 active; in the data active = activity change below about -30%; inconclusive = mostly about -25% to -30%;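 also: plate controls were DMSO wells for no effect and wells without enzyme for full effect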
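Enzyme activity of human lactate dehydrogenase 5 (2 nM; 0.06 mM NADH, 0.2 mM pyruvate, 5 min, RT) is measured via a resazurin/diaphorase fluorescence readout of residual NADH.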
RGS4 inh = blocks human RGS4-accelerated GTP hydrolysis | Transcreener GDP fluorescence polarization, RGS4-accelerated GTP hydrolysis | Potency, µM (doses to about 114 µM), without a hit: at the top dose activity change, negative = inhibition, hits mostly inhibitors | 0.039% of 390,000 active | AID 504845; also: potency is read from the fitted curve at half-maximal effect; % is scaled to controls: 0 for no effect and ±100 for the full control effect; nearly all actives have a fitted effect of over 75% in size; some results filed as inactive show a strong effect at the top dose
Target sequence (P49798 whole entry, looked up): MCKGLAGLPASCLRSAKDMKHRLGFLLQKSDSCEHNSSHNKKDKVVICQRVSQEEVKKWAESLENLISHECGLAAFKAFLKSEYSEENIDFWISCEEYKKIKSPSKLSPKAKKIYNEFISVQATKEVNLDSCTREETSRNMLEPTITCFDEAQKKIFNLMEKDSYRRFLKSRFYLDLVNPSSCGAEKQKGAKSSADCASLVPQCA
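MLSMR compounds (23 nl, pin-transferred) preincubated 10 min at room temperature with a 500nM (2x) first reagent, then RGS4 at 900nM (2x) plus Transcreener GDP mix added; fluorescence polarization (620/688 nm) read before and after 90 min at 30 °C.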
Active calls of the source: *; & = joins results of further samples; [ ] = another dose, or the depositor's remark. Unless noted, calls follow the shape of the dose curve; as a rule, active = well fitted curve in the direction sought with a large enough effect; inconclusive = small, poorly fitted or top-dose-only effect, or another doubt; inactive = no such curve, though single readings can be large; an effect the other way counts as inactive or inconclusive.

O=C(Nc1ccccn1)c1ccc(Br)c(S(=O)(=O)N2CCCC2)c1 was read as USP1 inh -2%, Vif-APOBEC3F blk -9%, IDH1 R132H inh -2%, TrxR1 inh -15%, Vif-A3G inh -1%, TrxR1 substrate -15%, Glioma ERSR ind 2%, LDHA inh -5 and RGS4 inh 4%.
For COc1ccc(N2CCN(c3cc(C)c4ccc(O)cc4n3)CC2)cc1 the results were USP1 inh -28%, Vif-APOBEC3F blk 0%, IDH1 R132H inh 0%, TrxR1 inh 14%, Vif-A3G inh 1%, TrxR1 substrate 8%, Glioma ERSR ind -3%, LDHA inh 1 and RGS4 inh -17%.
For COc1cc(OC)cc(C(=O)NC(C(=O)NNC(=O)c2ccc(C)cc2)C(C)C)c1 (stereo not drawn) the results were USP1 inh -9%, Vif-APOBEC3F blk -6%, IDH1 R132H inh 21%, TrxR1 inh 16%, Vif-A3G inh -11%, TrxR1 substrate 2%, Glioma ERSR ind 4%, LDHA inh -7 and RGS4 inh -11%.
`COc1ccc(C2C(C#N)=C(N)Oc3cccc(O)c32)cc1` (stereo not drawn) gave USP1 inh -25%, Vif-APOBEC3F blk 8%, IDH1 R132H inh -2%, TrxR1 inh 36%[11.4 µM], Vif-A3G inh -10%, TrxR1 substrate -4%, Glioma ERSR ind -5%, LDHA inh 1 and RGS4 inh 8%.
`C=CCn1c(SCC(=O)NC2CCCC2)nc2ccccc21` gave USP1 inh -2%, Vif-APOBEC3F blk -7%, IDH1 R132H inh 0%, Vif-A3G inh -3%, Glioma ERSR ind -3% and LDHA inh 1.
COC(=O)c1ccc(Oc2ccc(C(C)(C)C)cc2)c([N+](=O)[O-])c1 was read as USP1 inh -12%, Vif-APOBEC3F blk 6%, IDH1 R132H inh 5%, TrxR1 inh -1%, Vif-A3G inh 1%, TrxR1 substrate -2%, Glioma ERSR ind 0%, LDHA inh 1 and RGS4 inh -30%.
`COc1cc(-c2noc(C)c2C#Cc2ccsc2)cc(OC)c1OC` gave USP1 inh -5%, Vif-APOBEC3F blk 1%, IDH1 R132H inh -2%, TrxR1 inh 32%[57.1 µM], Vif-A3G inh inconclusive, TrxR1 substrate 19%[57.1 µM], Glioma ERSR ind 2%&-1%, LDHA inh -1 and RGS4 inh 21%.
For CCOC(=O)N1CCN(C(=O)C2COc3ccccc3O2)CC1 (stereo not drawn) the results were USP1 inh -15%, Vif-APOBEC3F blk -8%, IDH1 R132H inh -2%, TrxR1 inh 10%, Vif-A3G inh -1%, TrxR1 substrate 2%, Glioma ERSR ind -4%, LDHA inh -5 and RGS4 inh 0%[56.9 µM].
CCn1c(SCC(=O)Nc2ccccc2)nc2c1c(=O)n(C)c(=O)n2C was read as USP1 inh -3%, Vif-APOBEC3F blk 0%, IDH1 R132H inh 3%, TrxR1 inh 6%[57.1 µM], Vif-A3G inh -5%, TrxR1 substrate 6%[57.1 µM], Glioma ERSR ind -4%, LDHA inh -7 and RGS4 inh -1%.
O=c1c2ccccc2nc(-c2cccc(Cl)c2)n1O was read as USP1 inh 13%, Vif-APOBEC3F blk -7%, IDH1 R132H inh 7%, TrxR1 inh -2%, Vif-A3G inh 0%, TrxR1 substrate 3%, Glioma ERSR ind 1%, LDHA inh 4 and RGS4 inh 11%.
`CS(=O)(=O)N(CC(=O)N1CCCCCC1)c1cccc(Cl)c1Cl` gave USP1 inh -12%, Vif-APOBEC3F blk 3%, IDH1 R132H inh 7%, TrxR1 inh 16%, Vif-A3G inh -1%, TrxR1 substrate -4%, Glioma ERSR ind 2%, LDHA inh -2 and RGS4 inh -19%.
For COc1ccccc1OCCN1C(=O)S/C(=C\c2ccco2)C1=O the results were USP1 inh -10%, Vif-APOBEC3F blk 1%, IDH1 R132H inh 1%, TrxR1 inh -37%, Vif-A3G inh 0%, TrxR1 substrate 8%[57.1 µM], Glioma ERSR ind 4%, LDHA inh 8 and RGS4 inh -3%.
Cc1nnc(SCC(=O)Nc2ccc(N3CCOCC3)cc2)n1Cc1ccccc1 was read as USP1 inh -28%, Vif-APOBEC3F blk 2%, IDH1 R132H inh -2%, TrxR1 inh 15%, Vif-A3G inh 0%, TrxR1 substrate 7%, Glioma ERSR ind -2%, LDHA inh -5 and RGS4 inh -12%.
For C=CCN1C(=O)NC(c2ccccc2)(C(F)(F)F)S/C1=C(\C#N)c1nnc(N2CCOCC2)n1-c1ccccc1 (stereo not drawn) the results were USP1 inh -3%, Vif-APOBEC3F blk -14%, IDH1 R132H inh -10%, TrxR1 inh -24%, Vif-A3G inh -19%, TrxR1 substrate -2%, Glioma ERSR ind inconclusive, LDHA inh -8 and RGS4 inh 8%.
`O=C(CCCCn1c(=O)[nH]c2ccsc2c1=O)NCCc1ccccc1` gave USP1 inh -25%, Vif-APOBEC3F blk 11%, IDH1 R132H inh 14%, TrxR1 inh 23%, Vif-A3G inh -3%, TrxR1 substrate 9%, Glioma ERSR ind -2%, LDHA inh -10 and RGS4 inh -5%.
`CCCCc1ccc(NC(=O)N2CCN(c3cc(C)nc4ccccc34)CC2)c(C)c1` gave USP1 inh -16%, Vif-APOBEC3F blk 3%, IDH1 R132H inh -6%, TrxR1 inh 25%, Vif-A3G inh 2%, TrxR1 substrate 0%, Glioma ERSR ind -2%, LDHA inh -5 and RGS4 inh 34%.
O=C(Nn1cnnc1)c1cc2c(s1)CCCC2 was read as USP1 inh -8%, Vif-APOBEC3F blk -4%, IDH1 R132H inh 2%, TrxR1 inh -7%[57.1 µM], Vif-A3G inh 2%, TrxR1 substrate 8%[57.1 µM], Glioma ERSR ind 2%, LDHA inh -1 and RGS4 inh -37%.
For O=S(=O)(c1ccc(OCC(O)CN2CCN(c3ccc(F)cc3)CC2)cc1)N1CCOCC1 (stereo not drawn) the results were USP1 inh inconclusive, Vif-APOBEC3F blk -3%, IDH1 R132H inh 3%, TrxR1 inh 22%, Vif-A3G inh 0%, TrxR1 substrate 10%, Glioma ERSR ind -4%, LDHA inh -9 and RGS4 inh 3%.
CCOc1ccccc1CNC(=O)c1ccc(Cn2c(=O)c3cccn3c3cccnc32)cc1 was read as USP1 inh 3%, Vif-APOBEC3F blk -10%, IDH1 R132H inh 18%, TrxR1 inh 67%[activator], Vif-A3G inh 7%, TrxR1 substrate 17%, Glioma ERSR ind -1%, LDHA inh -15 and RGS4 inh 11%.
CC(C)CCN(Cc1ccco1)C(=O)c1cc2c(Cl)nc3ccccc3c2s1 was read as USP1 inh inconclusive, Vif-APOBEC3F blk 6%, IDH1 R132H inh -3%, TrxR1 inh 28%, Vif-A3G inh 1%, TrxR1 substrate 6%, Glioma ERSR ind -2%, LDHA inh -1 and RGS4 inh -9%.
Screening NS(=O)(=O)c1ccc(NC(=O)C(Sc2ccccc2)c2ccccc2)cc1 (stereo not drawn) returned USP1 inh -5%, Vif-APOBEC3F blk -8%, IDH1 R132H inh -3%, TrxR1 inh 7%, Vif-A3G inh -21%, TrxR1 substrate -5%, Glioma ERSR ind -3%, LDHA inh -8 and RGS4 inh -2%.
`Cc1cc(C)c(N2CCN(S(=O)(=O)N3CCCCCC3)CC2)c(C)c1` gave USP1 inh 0%, Vif-APOBEC3F blk 0%, IDH1 R132H inh 5%, TrxR1 inh -20%, Vif-A3G inh -4%, TrxR1 substrate 8%[57.1 µM], Glioma ERSR ind -3%, LDHA inh -1 and RGS4 inh -31%.
For CCC(C)(C)NC(=O)CN(C(=O)CCC(=O)Nc1cc(C)ccn1)c1ccc2c(c1)OCO2 the results were USP1 inh -9%, Vif-APOBEC3F blk -3%, IDH1 R132H inh -1%, TrxR1 inh 8%[57.1 µM], Vif-A3G inh -5%, TrxR1 substrate 4%[57.1 µM], Glioma ERSR ind -3%, LDHA inh -5 and RGS4 inh -20%.
`CN(CC(=O)Nc1ccccc1Cl)C(=O)COC(=O)CNC(=O)c1ccc(Br)o1` gave USP1 inh -15%, Vif-APOBEC3F blk 7%, IDH1 R132H inh 0%, TrxR1 inh 2%, Vif-A3G inh -1%, TrxR1 substrate 7%, Glioma ERSR ind -4%, LDHA inh -3 and RGS4 inh -14%.
`COCCN(C(=S)Nc1ccc(OC)cc1)C(C)c1cccs1` (stereo not drawn) gave USP1 inh -21%, Vif-APOBEC3F blk 2%, IDH1 R132H inh 8%, TrxR1 inh -4%, Vif-A3G inh 0%, TrxR1 substrate -7%, Glioma ERSR ind 0%, LDHA inh -3 and RGS4 inh -43%.
Screening Cc1cccc2sc(N(CCCN(C)C)C(=O)c3cc4ccccc4oc3=O)nc12 returned USP1 inh -2%, Vif-APOBEC3F blk 0%, IDH1 R132H inh 11%, TrxR1 inh -17%, Vif-A3G inh 0%, TrxR1 substrate -15%, Glioma ERSR ind 3%, LDHA inh -5 and RGS4 inh 1%.

Random excerpt: two compounds from above, in no set order.
CC(C)CCN(Cc1ccco1)C(=O)c1cc2c(Cl)nc3ccccc3c2s1 was read as USP1 inh inconclusive, Vif-APOBEC3F blk 6%, IDH1 R132H inh -3%, TrxR1 inh 28%, Vif-A3G inh 1%, TrxR1 substrate 6%, Glioma ERSR ind -2%, LDHA inh -1 and RGS4 inh -9%.
O=C(Nn1cnnc1)c1cc2c(s1)CCCC2 was read as USP1 inh -8%, Vif-APOBEC3F blk -4%, IDH1 R132H inh 2%, TrxR1 inh -7%[57.1 µM], Vif-A3G inh 2%, TrxR1 substrate 8%[57.1 µM], Glioma ERSR ind 2%, LDHA inh -1 and RGS4 inh -37%.

The list is partial (hit frequency here may not be typical).
